# RTF Ca sens inh = cardiac RTF calcium desensitization. IANBD-labeled cardiac RTF, Ca2+ fluorescence. inhibition, % at 7.15 µM. 0.12% of 340,000 active. AID 493244;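 active = inhibition above the mean inhibition of all tested compounds plus 3 SD, cut at about 17% in these data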;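 also: assay run at fixed EC70 calcium of 1.6 mM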
# SR-BI DiI inh = inhibitors of mouse SR-BI mediated HDL lipid uptake. ldlA[mSR-BI] CHO cells, DiI-HDL uptake fluorescence, 3 h. inhibition, % at 12.5 µM. 0.96% of 320,000 active. AID 488896;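 active = mean replicate inhibition of at least 70% and a set share of replicates each scoring 70 or more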;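 also: 0% = median of neutral control wells and 100% = median of positive control wells; values of inactives mirror those of a sister screen read the other way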
# NSD2 inh = NSD2 (human) methyltransferase inhibition; O96028; NSD2 peptide methylation, AlphaScreen, 120 min; inhibition, % at 12.5 µM; 0.54% of 310,000 active; in the data active = inhibition above about 50%
# SR-BI uptake up = activators of SR-BI mediated HDL lipid uptake; CHO ldlA[mSR-BI] cells, DiI-HDL uptake fluorescence, 3 h; 100 = double the neutral-control signal; activation, % at 12.5 µM; 0.096% of 320,000 active;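 active = mean replicate activation of at least 60% and every replicate at or above 60%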;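 also: 0% = median plate neutral-control signal and 100% = twice that signal; values of inactives mirror those of a sister screen read the other way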
#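 Material: SR-BI-overexpressing, LDLR-lacking CHO cells; schedule: compound exposure 3 h, 37 °C; reagent: DiI-labelled HDL at 10 µg/mL final; technique: bottom-read fluorescence, 550/595 nm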
# DAGLB inh = diacylglycerol lipase beta (human) inhibition. Q8NCG7. HEK293T DAGLB membrane lysate, EnzChek fluorogenic substrate. inhibition, % at 5.17 µM. 0.059% of 340,000 active. AID 504411; in the data active = inhibition above about 34%;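 also: 0% = enzyme with vehicle and 100% = wells lacking enzyme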
# Target sequence (Q8NCG7 whole entry, looked up): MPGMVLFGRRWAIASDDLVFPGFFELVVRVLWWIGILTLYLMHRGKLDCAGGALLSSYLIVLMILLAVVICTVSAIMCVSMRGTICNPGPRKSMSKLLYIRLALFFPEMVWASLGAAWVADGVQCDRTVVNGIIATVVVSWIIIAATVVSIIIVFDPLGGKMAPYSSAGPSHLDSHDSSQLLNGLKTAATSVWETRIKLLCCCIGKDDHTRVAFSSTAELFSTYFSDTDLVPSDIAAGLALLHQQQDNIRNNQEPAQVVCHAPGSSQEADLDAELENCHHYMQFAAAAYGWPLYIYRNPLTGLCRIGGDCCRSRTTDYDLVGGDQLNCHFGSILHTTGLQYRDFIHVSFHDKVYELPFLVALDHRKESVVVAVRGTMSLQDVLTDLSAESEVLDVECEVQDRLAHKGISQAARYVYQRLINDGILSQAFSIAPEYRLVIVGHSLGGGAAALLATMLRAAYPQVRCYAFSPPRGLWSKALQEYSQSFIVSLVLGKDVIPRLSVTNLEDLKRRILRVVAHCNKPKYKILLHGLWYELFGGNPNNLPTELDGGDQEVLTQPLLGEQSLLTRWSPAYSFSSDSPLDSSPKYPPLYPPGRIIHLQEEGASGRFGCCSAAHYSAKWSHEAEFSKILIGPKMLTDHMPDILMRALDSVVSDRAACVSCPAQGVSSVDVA
# PKA-R2B activ = PKA-R2B complex activation; P22694+P31323; PKA-R2B holoenzyme dissociation, Cy5-IP20 fluorescence polarization; R2B truncated from residue 108, S112A mutant; 0% DMSO only, 100% 113 µM cGMP; activation, % at 11.4 µM; 0.079% of 340,000 active; AID 504700;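 active = activation above a cutoff set at the mean over all compounds plus 3 SD, cut at about 18% in these data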;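 also: higher means more holoenzyme dissociation and a rise in polarization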
# Target sequence (P31323 whole entry, looked up, other chains not shown, the tested form may be a part): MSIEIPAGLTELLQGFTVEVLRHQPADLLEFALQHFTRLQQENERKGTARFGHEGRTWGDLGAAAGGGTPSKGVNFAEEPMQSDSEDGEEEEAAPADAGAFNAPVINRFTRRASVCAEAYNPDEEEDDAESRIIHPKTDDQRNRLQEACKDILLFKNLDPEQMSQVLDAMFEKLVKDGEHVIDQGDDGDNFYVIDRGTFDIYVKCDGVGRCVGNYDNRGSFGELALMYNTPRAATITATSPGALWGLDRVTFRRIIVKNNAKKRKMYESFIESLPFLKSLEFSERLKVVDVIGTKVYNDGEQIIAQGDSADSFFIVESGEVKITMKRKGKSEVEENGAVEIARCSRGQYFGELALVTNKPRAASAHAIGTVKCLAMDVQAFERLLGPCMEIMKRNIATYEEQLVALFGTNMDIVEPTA
# Arrestin-AP2 inh = inhibitors of human beta-arrestin and AP2 interaction; 0.31% of 340,000 active; inhibition, % at 10 µM; FITC-arrestin peptide / GST-AP2 beads, flow cytometry; AP2 beta2 appendage carries R879A mutation;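 active = inhibition above a set limit, near 3 SD of compounds lacking own fluorescence, cut at about 54% in these data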;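 also: plate controls were DMSO wells for no effect and 5 µM unlabelled arrestin peptide for full effect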
#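 Material – AP2 appendage R879A on GSH beads · Buffer or medium – PBS with 0.05% Tween 20 and 0.1% BSA · Probe or stimulus – fluorescein-tagged arrestin peptide at 50 nM final · Incubation – compound with beads 12 min RT, then probe 1 h RT · Detection – high-throughput flow cytometry of beads, ex 488, em 535 nm · Evaluation – percent response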
# PvdQ inh = P. aeruginosa PvdQ acylase inhibition; purified PvdQ acylase, fluorescence plate reader; inhibition, % at 10 µM; 0.063% of 340,000 active; in the data active = inhibition above about 30%, passing the limit was not always enough;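 also: 0% = vehicle neutral wells and 100% = reference inhibitor wells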
# Keap1 Nrf2 FP = inhibitors of human Keap1-Nrf2 protein-protein interaction; Q14145; Keap1 Kelch-Nrf2 peptide fluorescence polarization, 1536-well; inhibition, % at 9.4 µM; 0.15% of 340,000 active; in the data active = inhibition above about 12%;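 also: human Keap1 Kelch domain with fluorescein labeled Nrf2 9mer peptide probe; 0% = neutral control wells and 100% = peptide positive control; higher means more block of Keap1 binding to Nrf2 peptide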
# LANA DNA inh = KSHV C-LANA DNA binding inhibition. MBP-C-LANA/FAM-LBS DNA binding, fluorescence polarization. AID 504423. inhibition, % at 9 µM. 0.078% of 340,000 active;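 active = highest replicate inhibition at or above 60% at 9 µM, even if other replicates fall short; inactive = all replicates below 60% inhibition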;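 also: 0% = neutral control wells and 100% = 4 µM acridine orange control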
# * marks the source's active call; other numbers are inactive results; · = not tested or not shown.
# Results follow in this order: SR-BI uptake up	RTF Ca sens inh	SR-BI DiI inh	PvdQ inh	Keap1 Nrf2 FP	DAGLB inh	NSD2 inh	Arrestin-AP2 inh	PKA-R2B activ	LANA DNA inh
1: CC(=O)Nc1ccc(OC(=O)c2ccc(Br)c([N+](=O)[O-])c2)cc1
    5	-11	-5	-1	2	-4	-2	3	3	0.8
2: Cc1ccccc1CS(=O)(=O)c1nnc([C@H](CC(C)C)NC(=O)OC(C)(C)C)o1
    1	-6	-1	-16	-46	-1	4	-1	5	0.4
3: S=C(c1ccc(-c2cc(Cl)ccc2Cl)o1)N1CCCCC1
    -4	-4	4	0	-1	-21	-1	·	-9	0.2
4: COc1cc(/C=N\Nc2nc(-c3ccc(C)cc3)c(NC(C)=O)s2)ccc1O
    ·	0	·	-3	1	-4	·	3	-8	-0.2
5: COCc1nnc(SCC(=O)NCc2ccccc2)n1-c1ccccc1
    27	-2	-27	1	0	1	-5	2	-12	-0.7
6: O=[N+]([O-])c1ccccc1/C=N/Nc1nccnc1Cl
    9	-1	-9	-11	-3	1	12	2	-2	-0.4
7: Cc1ccc(S(=O)(=O)N2CCN(C(=O)CCNC(=O)c3ccccc3Cl)CC2)cc1
    2	-5	-2	-2	-2	-4	-2	25	2	0.1
8: Cc1ccc(SCC(=O)OC(C)C(=O)Nc2ccc(S(N)(=O)=O)cc2)cc1C (centres undefined)
    48	0	-48	-6	1	-2	-7	-6	-4	1.0
9: COc1ccc(OCCCC(=O)ON=C(N)c2ccccc2Cl)cc1
    -10	-8	10	-12	-3	-11	-1	5	-19	-0.8
10: O=C(Cn1cc(S(=O)(=O)Cc2ccc([N+](=O)[O-])cc2)c2ccccc21)N1CCOCC1
    9	4	-9	-10	1	1	0	-6	-4	0.2
11: CC(C)c1ccccc1OCC(=O)NN1C(=O)c2ccccc2C1=O
    32	-10	-32	-10	-1	-5	-2	4	-6	-0.3
12: Clc1ccccc1-c1ccc2ncnc(NCc3cccs3)c2c1
    -5	-6	5	8	2	-3	·	13	-17	1.1
13: Cc1ccccc1-c1cc(=O)c2ccccc2o1
    -22	-3	22	-8	-6	-5	·	4	5	-0.9
14: O=C(c1ccccc1O)N1N=C(C(F)(F)F)CC1(O)c1ccc([N+](=O)[O-])cc1 (centres undefined)
    -71	-4	71*	-3	-2	5	11	-15	4	2.1
15: C=CCOc1c(Cl)cc(CNCCC)cc1Cl
    17	2	-17	3	-3	-2	11	-3	-5	-0.8
16: O=S(=O)(NCC1CCCO1)c1cc(Cl)ccc1Cl (centres undefined)
    20	7	-20	5	-1	-2	-2	32	7	-1.1
17: CN(Cc1ccco1)C(=O)CN1C(=O)NC2(CCCCC2)C1=O
    28	-5	-28	-6	-3	1	8	0	-15	1.2
18: CN(C)Cc1ccc(O)c(CCc2ccccc2)n1
    17	0	-17	-10	1	-2	2	7	-6	1.8
19: C=CCOc1ccccc1CNCCc1ccc(S(N)(=O)=O)cc1
    -9	-4	9	-10	4	3	22	2	0	0.0
20: O=C(NCCc1c[nH]c2ccccc12)c1ccc(Br)o1
    5	-9	-5	-12	-7	2	-4	6	-1	0.4
21: CCC(C)C(NC(=O)OC(C)(C)C)C(=O)NC(CC(C)C)C(N)=O (centres undefined)
    2	2	-2	-15	-3	-5	-2	1	3	-1.2
22: Cc1ccc(-c2cn3cccnc3n2)cc1NC(=O)c1ccc(Br)o1
    -43	-11	43	5	0	2	-3	11	1	3.1
23: CC(=O)c1c(C)[nH]c(C(=O)OCC(=O)Nc2ccccc2Cl)c1C
    -46	-8	46	4	0	0	0	-9	8	-1.9
24: C/C=C/C=[N+](\[O-])C(C)/C(=N/O)c1ccc(F)cc1 (centres undefined)
    19	-7	-19	2	5	-1	-2	5	12	-1.7
25: CC(C)N(C)C1=CC(=O)C(N(C)C(C)C)=CC1=O
    14	-5	-14	1	-2	-1	12	1	-6	1.7
26: COc1ccc(C(=O)N/N=C(\c2ccccc2)c2ccccn2)cc1
    -10	0	10	9	0	1	5	34	-3	-0.1
27: CCOC(=O)c1c(C)[nH]c(C(=O)OC(C)C(=O)Nc2ccccc2OC)c1C (centres undefined)
    -5	-3	5	-5	-4	-3	5	-7	-5	-1.3
28: O=c1cc(-c2ccccc2Cl)oc2c(Br)ccc(O)c12
    -21	-14	21	-21	-8	-4	·	-4	-14	0.4
29: Cc1ccccc1C(=O)c1c[nH]c(C(=O)NCCCn2ccnc2)c1
    13	-7	-13	4	-1	-4	1	-4	4	0.1
30: COc1cccc(C(=O)NNC(=O)Cc2ccc(Cl)cc2)c1
    -3	3	3	-9	0	1	-2	-4	-1	0.2

# Reformatted with one line to a screen: part of the list above.
[15] C=CCOc1c(Cl)cc(CNCCC)cc1Cl
[17] CN(Cc1ccco1)C(=O)CN1C(=O)NC2(CCCCC2)C1=O

assay / compound,15,17
SR-BI uptake up,17,28
RTF Ca sens inh,2,-5
SR-BI DiI inh,-17,-28
PvdQ inh,3,-6
Keap1 Nrf2 FP,-3,-3
DAGLB inh,-2,1
NSD2 inh,11,8
Arrestin-AP2 inh,-3,0
PKA-R2B activ,-5,-15
LANA DNA inh,-0.8,1.2

# Returning to the listing, starting two compounds before the break.
# Results follow in this order: SR-BI uptake up	RTF Ca sens inh	SR-BI DiI inh	PvdQ inh	Keap1 Nrf2 FP	DAGLB inh	NSD2 inh	Arrestin-AP2 inh	PKA-R2B activ	LANA DNA inh
29: Cc1ccccc1C(=O)c1c[nH]c(C(=O)NCCCn2ccnc2)c1
    13	-7	-13	4	-1	-4	1	-4	4	0.1
30: COc1cccc(C(=O)NNC(=O)Cc2ccc(Cl)cc2)c1
    -3	3	3	-9	0	1	-2	-4	-1	0.2
31: Cc1cc(NC(=O)c2ccc(NC(=O)CC(C)C)cc2)no1
    -29	-16	29	-11	-4	-2	5	-5	1	0.2
32: CCOC(=O)c1sc(N/N=C/c2ccccc2)nc1C
    -10	-10	10	-8	-7	-1	-3	-24	-10	-1.9
33: COCCn1c(N)c(N(Cc2ccccc2)C(=O)c2cc3ccccc3o2)c(=O)[nH]c1=O
    14	-39	-14	-3	-1	4	7	9	-15	1.9
34: O=C(C1CC1)N1N=C(c2ccncc2)CC1(O)C(F)(F)F (centres undefined)
    15	-2	-15	5	-2	1	1	12	-3	0.2
35: Cc1nn(Cc2c(Cl)cccc2Cl)c(C)c1NC(=O)c1cn(-c2ccccc2)nc1-c1ccccc1
    -23	-2	23	-9	-2	0	·	13	-4	-0.1
36: CCCCN(c1ccccc1)S(=O)(=O)c1cccc(C(=O)Nc2c(C)n(C)n(-c3ccccc3)c2=O)c1
    -8	-5	8	4	-1	-2	1	-8	-12	-4.0
37: O=S(=O)(NCC(c1ccco1)N1CCN(c2ccc(F)cc2)CC1)c1ccc(F)cc1 (centres undefined)
    -24	4	24	-25	-5	-6	-1	9	-15	-2.2
38: COc1cccc(C2N(c3ccc(Cl)c(Cl)c3)C(=O)C3CCCN32)c1OC (centres undefined)
    -16	-6	16	-11	5	-2	·	2	-7	0.9
39: COC(=O)/C(=C1/Oc2cc(C)oc(=O)c2S1)C(F)(F)F
    32	-9	-32	10	4	-8	·	-6	11	0.6
40: O=C(C1CCN(S(=O)(=O)N2CCOCC2)CC1)N1CCN(c2ccccc2F)CC1
    4	-8	-4	-4	-3	0	0	-10	-4	-1.0
41: O=C(COC(=O)c1ccc([N+](=O)[O-])o1)Nc1ccc(F)cc1
    22	-6	-22	-2	1	-1	0	4	-1	3.9
42: CCOC(=O)CNC(=O)Cc1ccc(Cl)cc1
    10	1	-10	-6	2	-2	-8	39	-6	0.4
43: Cc1cc(Nc2cccc(Cl)c2)nc(N2CCOCC2)n1
    -22	-8	22	-15	-1	-3	-4	8	2	0.0
44: COc1ccc(S(=O)(=O)NCc2cccnc2)cc1NC(=O)c1ccc(C)cc1
    -21	-4	21	4	0	1	-2	7	0	-0.5
45: Cc1ccc(/C=C/C(=O)OCC(=O)NC(C)c2ccccc2)o1 (centres undefined)
    8	-11	-8	-15	-2	-1	-4	-35	2	-0.1
46: COc1ccc(NC(=O)C(c2ccccc2)c2ccccc2)cn1
    -7	3	7	-15	-3	0	0	-11	7	0.5
47: CNC(=O)CSc1nnc(-c2cnccn2)n1C
    9	-16	-9	-10	-7	0	0	-14	5	-2.1
48: CC(=O)N1[C@H](Cc2ccccc2)C=C[C@]1(C)C(=O)NCCN1CCOCC1
    1	-1	-1	2	-6	-7	·	5	0	1.6
49: NC(=O)NCc1cccnc1
    14	2	-14	0	4	-1	1	-7	-2	1.7
50: CCc1c(O)nc(SC2CC(=O)N(c3ccccc3)C2=O)[nH]c1=O (centres undefined)
    15	-7	-15	-5	4	1	0	4	2	-2.7
51: CCc1cccc(Nc2cnn(C34C[C@@H]5C[C@@H](CC(CC(=O)O)(C5)C3)C4)c(=O)c2Cl)c1
    -49	-6	49	2	-1	1	0	18	0	-0.7
52: COC(=O)c1cn(NC(=O)COc2ccc(Cl)cc2)c(=O)c2ccccc12
    6	16	-6	4	-4	-5	-3	7	-6	-2.6
53: CCOc1ccc(NC(=O)CN2CCN(CC(=O)Nc3ccc(F)cc3)CC2)cc1
    -53	-5	53	-16	-3	3	-1	2	-7	-0.1
54: CC(C)(C)NC(=O)Cc1ccc(S(=O)(=O)N2CCCC2)s1
    2	-8	-2	14	0	6	11	-1	-4	-0.5
55: O=S(=O)(Nc1nccs1)c1ccc(NS(=O)(=O)c2cccs2)cc1
    15	-2	-15	-13	5	1	2	-7	3	-0.6
56: COc1ccc(S(=O)(=O)N2CCC(C(=O)Nc3cccc(Cl)c3)CC2)cc1OC
    -1	4	1	-2	0	-3	4	18	-15	-1.4
57: O=C(NNC(=O)c1ccc(F)cc1F)c1ccc(-n2cnnn2)cc1
    2	-5	-2	-9	-7	-1	2	2	3	-1.2
58: Cc1c(NS(=O)(=O)c2cc(C(=O)O)ccc2Cl)c(=O)n(-c2ccccc2)n1C
    ·	-7	·	-10	0	1	17	4	0	-0.2
59: COc1ccc(Cl)cc1NC(=S)NC(=O)c1ccc2c(c1)OCO2
    -1	1	1	-2	-4	-6	-6	-10	-10	-2.9
60: Cc1ccc(S(=O)(=O)n2cc(C=O)c3ccccc32)cc1
    ·	-3	·	1	2	-5	-2	6	-4	-0.6
61: CCOc1cc(/C=N/n2cnnc2)ccc1OC(=O)c1cccc([N+](=O)[O-])c1
    7	2	-7	-5	3	-1	2	-4	-9	2.0
62: COc1cccc(SCc2noc(C(=O)NCCC(C)C)c2C(=O)NCCC(C)C)c1
    -20	-7	20	5	-1	-34	·	30	-15	-0.7
63: O=C(NCC(c1cccs1)N1CCOCC1)C1CCN(S(=O)(=O)c2ccccc2C(F)(F)F)CC1 (centres undefined)
    -7	10	7	-7	2	0	0	12	-1	-1.4
64: COc1ccc(-c2c(NC(=O)c3ccco3)oc3c(C)cccc3c2=O)cc1
    10	3	-10	7	1	-3	1	18	2	-1.1
65: O=C(Nc1cccc(F)c1)C1CCN(C(=O)c2ccco2)CC1
    -2	-11	2	-9	0	-3	-3	-3	-6	-1.2
